# Screens: PubChem, several laboratories
# CF NFkB block: cystic fibrosis NF-kB activation inhibition | KKLEB NF-kB-GFP reporter, PAF-induced, GFP fluorescence overnight | inhibition, % at 5 µM | 360,000 tested, 0.86% active;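 active = at least 50% inhibition at 5 µM, scaled per plate between neutral and stimulator controls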;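 note: PAF is a Pseudomonas aeruginosa culture filtrate used as stimulus; plate controls were PAF-stimulated DMSO wells for no effect and unstimulated DMSO wells for full effect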
# Peg3 prom inh: inhibitors of Peg3 promoter; 360,000 tested, 1.7% active; inhibition, % at 20 µM; AID 588405; HeLa PEG-Prom luciferase reporter, luminescence, overnight;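 active = inhibition of at least 50% at 20 µM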
# KKLEB cytotox: reduces viability of KKLEB cystic fibrosis airway cells; KKLEB CF airway cells viability, ATPlite luminescence, overnight; stronger effect = lower value; cells stimulated with P. aeruginosa culture filtrate; 360,000 tested, 0.36% active; activity change (cytotoxicity), % at 5 µM;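 active = corrected activity change at or below -50% at 5 µM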
# PDI turbidity: blocks human protein disulfide isomerase activity | P07237 | PDI insulin aggregation turbidity, A650, 90 min | inhibition, % at 10 µM | 350,000 tested, 0.052% active | AID 588391;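 active = mean inhibition across replicates of 30% or more, whatever share of single replicates reach that level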;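 note: absorbance from insulin aggregation driven by PDI reduction with DTT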
# Target sequence (P07237 whole entry, looked up): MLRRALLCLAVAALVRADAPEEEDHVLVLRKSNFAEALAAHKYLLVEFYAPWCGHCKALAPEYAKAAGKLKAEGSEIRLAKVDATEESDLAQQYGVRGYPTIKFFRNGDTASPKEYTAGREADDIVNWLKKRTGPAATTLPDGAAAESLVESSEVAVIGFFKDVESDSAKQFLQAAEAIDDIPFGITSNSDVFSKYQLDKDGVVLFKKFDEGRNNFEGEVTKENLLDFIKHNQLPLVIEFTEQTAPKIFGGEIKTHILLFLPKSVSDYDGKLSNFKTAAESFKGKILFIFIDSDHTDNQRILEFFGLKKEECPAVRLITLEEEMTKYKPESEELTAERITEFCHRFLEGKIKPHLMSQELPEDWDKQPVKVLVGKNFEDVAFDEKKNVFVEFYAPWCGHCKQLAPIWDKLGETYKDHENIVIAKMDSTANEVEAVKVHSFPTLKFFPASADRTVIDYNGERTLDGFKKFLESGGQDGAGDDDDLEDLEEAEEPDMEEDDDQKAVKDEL
# MITF TRPM1 inh: MITF TRPM1 promoter inhibition in SK-MEL-5 cells. 330,000 tested, 0.83% active. inhibition, % at 12.5 µM. AID 488899. SK-MEL-5 TRPM1 promoter luciferase, 24 h;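 active = mean inhibition across replicates of 60% or more, whatever share of single replicates reaches that level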; note: values of inactives mirror those of a sister screen read the other way
# Vif imaging: inhibitors of HIV Vif | HEK293T cells, Vif self-association by quenched fluorescence, imaging, 24 h | inhibition, % at 7.49 µM | 340,000 tested, 0.35% active | AID 602346; in the data active = inhibition above about 50%, passing the limit was not always enough; note: some results filed as inactive read as strong as hits
# NR2E3 ag-1: human photoreceptor-specific nuclear receptor agonism; inhibition of corepressor binding, % at 3.98 µM; CHO-S Gal4-NCOR/VP16-NR2E3 two-hybrid, luciferase; AID 602229; 360,000 tested, 0.35% active; Q9Y5X4;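 active = inhibition above the mean of all tested compounds plus 3 SD, cut at about 70% in these data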;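 note: 0% = DMSO with NR2E3 transfected cells and 100% = cells lacking NR2E3 construct; higher means lower luciferase signal from less NR2E3 corepressor binding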
# Target sequence (Q9Y5X4 whole entry, looked up, the tested form may be a part): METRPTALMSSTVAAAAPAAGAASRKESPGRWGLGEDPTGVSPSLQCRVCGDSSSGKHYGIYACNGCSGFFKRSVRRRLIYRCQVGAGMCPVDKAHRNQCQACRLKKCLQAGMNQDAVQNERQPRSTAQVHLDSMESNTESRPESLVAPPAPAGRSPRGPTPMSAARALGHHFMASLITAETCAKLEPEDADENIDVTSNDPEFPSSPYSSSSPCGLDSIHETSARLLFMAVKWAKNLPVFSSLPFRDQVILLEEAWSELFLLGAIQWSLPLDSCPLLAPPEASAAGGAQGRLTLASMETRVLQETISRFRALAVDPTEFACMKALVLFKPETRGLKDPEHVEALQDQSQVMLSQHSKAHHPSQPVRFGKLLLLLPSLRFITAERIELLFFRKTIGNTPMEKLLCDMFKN
# HIF-2a inh: HIF-2a inhibition. 786-0 RCC cells HIF-2a reporter, luciferase luminescence, overnight. inhibition, % at 18.8 µM. 360,000 tested, 0.72% active. AID 624352;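 active = inhibition of the luminescence signal of 40% or more relative to plate controls, in a single-dose primary screen at 18.75 µM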
# Shn3 inh set2: inhibitors of Schnurri-3 3'UTR reporter in osteoblasts; Clone20 osteoblast Shn3 3'UTR firefly luciferase, 24 h; inhibition, % at 12.5 µM; 360,000 tested, 0.52% active; AID 588674;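 active = mean inhibition of at least 75% with every replicate also reaching 75%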;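 note: 0% = median of neutral control wells and 100% = pilot-screen positive control compound; some compounds past the cut are filed as inactive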
# NR2E3 ag-2: NR2E3 (human) agonism. Q9Y5X4. GST-NR2E3/biotin-RetCOR TR-FRET, 1536-well. inhibition of corepressor binding, % at 4.78 µM. 320,000 tested, 0.12% active. AID 2300;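 active = percent inhibition above the cutoff of mean plus 3 SD of all tested compounds, set per screening campaign, cut at about 20% in these data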;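 note: 0% = DMSO wells and 100% = biotin wells as full block of FRET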
#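 System: GST-tagged NR2E3 plus biotinylated RetCOR corepressor; Amount: 1.35 nM GST-tagged NR2E3 final; Dosing: single nominal compound dose of 4.8 µM; Schedule: 5 h incubation at 4 °C; Technique: TR-FRET with europium anti-GST and streptavidin-D2, 340 nm excitation; Controls: biotin wells as high control, 0.6% DMSO wells as low control.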
# CaV13 ICDI inh: Primary screen for inhibitors of IQ motif and Ca2+-dependent inactivation inhibitor domain binding in CACNA1D, Förster resonance energy transfer in living cells, … | HEK cells, CFP/YFP FRET ICDI-IQ, plate reader, 10 min; percent FRET-ratio fall versus neutral wells | 340,000 tested, 0.098% active | inhibition, % at 12.3 µM;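 active = mean replicate inhibition of at least 30% and at least 1% of replicates passing that level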;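 note: 0% = median of the neutral control wells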
# * marks the source's active call; other numbers are inactive results; / = no result given.
# Results follow in this order: KKLEB cytotox	CF NFkB block	NR2E3 ag-1	CaV13 ICDI inh	Shn3 inh set2	Peg3 prom inh	NR2E3 ag-2	Vif imaging	HIF-2a inh	PDI turbidity	MITF TRPM1 inh
COC(=O)[C@@]12CCCCN1[C@H](c1ccc(-c3cccc(Cl)c3)cc1)[C@@H]1C(=O)N(C)C(=O)[C@@H]12
    -11.5	27.4	6.3	-11.0	16.0	35.7	/	15.0	-6.8	-5.2	2.5
COc1ccc(N(C(=O)Cn2nnc(-c3ccc(Cl)cc3)n2)C(C(=O)NCC2CCCO2)c2ccncc2)cc1 (configuration not stated)
    4.7	6.5	-14.5	-2.8	-15.9	3.9	0.2	0.7	13.7	0.7	9.0
CCOC(=O)Cc1c(C)nc2c(-c3ccc(Cl)cc3)c[nH]n2c1=O
    -2.8	-1.1	16.0	/	-17.2	48.4	0.8	19.5	18.3	3.6	2.3
Cc1ccc(NC(=O)COc2coc(CN3CCN(Cc4ccccc4)CC3)cc2=O)cc1
    2.3	-0.7	13.2	-6.4	-1.3	7.4	0.2	-2.2	-5.9	-6.9	12.4
CCCOP(=O)(c1ccc(N(C)C)cc1)C(O)c1cccnc1 (configuration not stated)
    -11.1	2.0	-24.5	/	-2.9	7.3	-1.5	-5.8	7.9	1.7	6.8
Cc1onc(-c2c(F)cccc2Cl)c1C(=O)N1CCN(c2ncc(Br)cn2)CC1
    4.4	5.6	8.5	-4.0	0.6	25.9	-1.9	11.7	20.8	-0.2	3.6
Cc1ccc(CNC(=O)CCC(=O)Nc2nnc(C(C)C)s2)cc1
    -1.8	-3.3	-20.7	-1.7	-7.2	5.8	1.5	1.3	11.9	3.4	-8.2
O=C(Cc1ccc(Br)cc1)Nc1cccc(S(=O)(=O)N2CCOCC2)c1
    -9.9	-10.5	3.4	-1.6	3.8	17.9	6.6	18.9	11.3	8.7	4.8
COc1ccc(/C=C2\Sc3ccc(C(=O)NCCN4CCCCCC4)cc3N(C)C2=O)cc1
    4.1	9.9	-18.8	-5.6	1.6	35.8	4.7	-0.9	3.7	-6.7	62.9*
COc1cccc(-c2cc(C(=O)N3CCN(C(=O)c4ccco4)CC3)on2)c1
    3.2	-9.9	-28.0	-3.2	-4.5	-23.2	-1.4	-8.5	-14.7	-2.0	7.5
COc1ccc(Cl)cc1C(=O)NNC(=O)c1nc2nc(C)cc(C)n2n1
    -0.6	-6.1	17.5	-14.6	8.9	-14.8	-1.9	9.5	19.1	0.7	5.5
O=C1CN(C(=O)c2ccc(Br)o2)C(c2ccccc2)c2cc(F)ccc2N1 (configuration not stated)
    -14.1	13.8	-18.7	-3.0	-4.7	10.3	-1.7	5.5	6.4	/	/
COc1ccc(NC(=O)Nc2ccc(N(C)C)cc2)cc1
    6.6	5.0	-103.8	-3.9	-44.1	-274.1	-9.6	-7.1	-200.9	2.8	-58.3
CCOc1ccccc1CN1CCCC(C(=O)c2ccc(OC)c(OC)c2)C1 (configuration not stated)
    -5.3	-4.5	-11.3	-22.2	12.7	6.6	0.7	-2.1	14.7	5.5	-1.4
O=C(O)C1CCC(=O)N1C1CCCC1 (configuration not stated)
    7.0	-3.8	-1.7	/	6.0	0.3	1.0	24.8	14.7	-6.8	-2.2
Cc1ccccc1NC1=C(Cl)C(=O)OC1OC(=O)c1ccco1 (configuration not stated)
    -12.7	15.8	-0.1	-9.2	-8.7	-9.9	1.8	1.1	9.3	-3.4	-8.5
COCCOC(=O)C1=C(C)Nc2ncnn2C1c1ccc(F)cc1 (configuration not stated)
    -2.8	-0.4	7.5	-6.2	3.1	20.8	-1.9	-16.5	18.6	-7.6	2.0
CC1SC(c2ccccc2Cl)NC1=O (configuration not stated)
    -5.5	7.8	6.6	/	-16.8	5.6	0.6	7.9	10.2	-7.5	3.7
C[C@H](CO)N1C[C@H](C)[C@@H](CN(C)Cc2ccc(O)cc2)OCc2cnnn2CCCC1=O
    1.9	-1.1	0.3	-5.1	-6.4	-11.2	/	-0.2	6.6	10.4	/
CCOc1ccc(-n2c(SCC(N)=O)nnc2-c2ccco2)cc1
    7.5	-11.0	-11.9	-2.9	-20.1	2.0	/	1.5	20.1	1.0	9.6
COC(=O)CC(NC(=S)NC(=O)c1ccccc1)c1ccc(Br)cc1 (configuration not stated)
    -0.5	2.0	-6.0	-14.7	7.7	31.8	1.9	-1.2	4.5	-11.3	4.2
Clc1ccccc1CSc1nncn1NC/C=C/c1ccccc1
    -14.7	-8.4	-6.4	-1.4	5.3	23.2	1.1	-6.4	5.1	1.7	-3.7
CCOC(=O)C1=C(CSCc2ccccc2)NC(=O)NC1c1cc(C)ccc1C (configuration not stated)
    -1.5	16.2	9.9	-8.1	7.6	33.4	5.6	-3.0	15.1	9.1	-4.4
CCOc1ccc(S(=O)(=O)Nc2cc(S(=O)(=O)N3CCOCC3)ccc2OC)cc1
    -8.0	20.0	8.3	-5.4	-42.0	-1.1	-4.8	-5.3	13.1	-1.8	9.4
O=C(N/N=C1/CC2C=CCC12)c1cccs1 (configuration not stated)
    -9.7	18.3	-169.9	/	-12.1	-1.8	/	/	-18.7	3.4	7.5
COc1cc(OC)cc(OC(=O)C2CCN(C(=O)c3ccc(Cl)cc3)CC2)c1
    -11.2	-25.7	23.9	-5.6	-18.6	4.0	4.4	7.7	-5.8	-3.6	-9.7
[N-]=[N+]=N[C@@H](CCN1CC[C@H](O)CCC1=O)c1ccccc1
    1.2	13.8	-14.5	-4.2	-28.9	0.9	0.6	/	5.9	-0.9	5.4
Cc1ccc(NC(=S)N=Nc2c(O)n(C)c3ccc(S(=O)(=O)N4CCOCC4)cc23)cc1C
    7.1	-8.0	-18.1	-2.2	77.6	11.0	3.6	-11.3	4.1	4.0	20.0
CCN=C1SC(CC(=O)Nc2sc3c(c2C#N)CCCC3)C(=O)N1CC (configuration not stated)
    3.3	-2.5	-10.2	/	28.1	29.8	-2.3	/	-3.8	-6.5	-1.5
Cc1ccccc1C(=O)N1CCC(C(=O)Nc2ccc(S(=O)(=O)N3CCCCC3)cc2)CC1
    6.9	16.1	6.2	-2.6	20.6	32.7	-1.1	-20.9	19.5	0.5	5.7
NC(=O)CSc1nnc(-c2ccc(S(=O)(=O)N3CCOCC3)cc2)n1CC1CCCO1 (configuration not stated)
    3.9	-9.6	-2.4	-3.1	13.5	7.6	1.5	11.7	21.7	4.1	-0.6
O=C(Nc1ccc(N2CCOCC2)cc1)c1csc([C@@H]2O[C@H](CO)[C@H](O)[C@H](O)[C@H]2O)n1
    13.4	-4.1	-1.6	-3.6	-0.2	4.3	/	-6.6	-2.0	5.6	/
NC(=O)NC(=O)CC1S/C(=N/N=C/c2ccccc2)NC1=O (configuration not stated)
    -11.0	19.6	2.0	8.0	4.3	-3.2	0.3	1.2	7.2	4.3	4.6
COc1ccc(OC)c(NC(=O)CSc2ncccn2)c1
    -11.7	-11.8	13.7	-5.4	-34.0	-3.0	1.2	-12.3	1.3	-0.9	-2.6
O=C(Nc1sc2c(c1C(=O)NCC1CCCO1)CCCC2)c1cccs1 (configuration not stated)
    8.5	-4.2	-34.6	-7.5	37.5	1.3	2.0	-9.1	-67.0	0.4	0.8
Cc1ccc2oc3c(c(=O)c2c1)C(c1cccs1)N(CCCN(C)C)C3=O (configuration not stated)
    -1.1	-15.2	-64.1	/	-16.7	-32.4	0.2	0.1	-18.0	/	-1.5
CCN(CC)CCN1C(=O)C(=O)/C(=C(/O)c2ccncc2)C1c1ccccc1 (configuration not stated)
    5.4	0.1	-31.1	/	-7.6	11.3	-2.2	8.9	11.7	-2.9	-1.0
CN(Cc1ccccc1)C(=O)c1ccc(NC(=O)Cc2cccc(NC(=O)C3CCN(C(=O)C4CCCC4)CC3)c2)cc1
    13.7	-21.6	-7.8	-9.7	2.8	16.8	1.7	44.0	-5.9	1.5	-5.3
O=C(Nc1ccccc1Cl)N(Cc1nc2ccccc2c(=O)[nH]1)Cc1cccs1
    -0.6	1.7	2.4	-3.8	3.9	26.9	0.0	2.6	14.8	-2.8	-8.0
CN(Cc1ccccc1Cl)C(=O)c1cc2ccccc2o1
    -0.2	11.0	-28.3	-3.5	-3.8	-84.0	1.3	1.9	-127.9	-11.9	-58.3

# 2 entries from above in a different format.
smiles	KKLEB cytotox	CF NFkB block	NR2E3 ag-1	CaV13 ICDI inh	Shn3 inh set2	Peg3 prom inh	NR2E3 ag-2	Vif imaging	HIF-2a inh	PDI turbidity	MITF TRPM1 inh
CCOc1ccc(S(=O)(=O)Nc2cc(S(=O)(=O)N3CCOCC3)ccc2OC)cc1	-8.0	20.0	8.3	-5.4	-42.0	-1.1	-4.8	-5.3	13.1	-1.8	9.4
COc1cc(OC)cc(OC(=O)C2CCN(C(=O)c3ccc(Cl)cc3)CC2)c1	-11.2	-25.7	23.9	-5.6	-18.6	4.0	4.4	7.7	-5.8	-3.6	-9.7

# Part of the list above, reduced to NR2E3 ag-2 and Shn3 inh set2:
SMILES | NR2E3 ag-2 | Shn3 inh set2
O=C1CN(C(=O)c2ccc(Br)o2)C(c2ccccc2)c2cc(F)ccc2N1 (configuration not stated) | -1.7 | -4.7
COc1ccc(NC(=O)Nc2ccc(N(C)C)cc2)cc1 | -9.6 | -44.1

# Going on with the list.
# Results follow in this order: KKLEB cytotox	CF NFkB block	NR2E3 ag-1	CaV13 ICDI inh	Shn3 inh set2	Peg3 prom inh	NR2E3 ag-2	Vif imaging	HIF-2a inh	PDI turbidity	MITF TRPM1 inh
Cc1nnc(NC(=O)c2csc3c2CCC(C)C3)s1 (configuration not stated)
    -1.5	17.2	-20.1	-4.0	8.5	-62.8	2.1	6.1	-43.4	7.8	-3.3
CCOc1ccc(NC(=O)CN(C)C(=O)c2cc(C)oc2C)cc1OCC
    -10.3	5.9	-25.8	-2.3	0.9	11.3	-1.1	-2.6	15.7	-0.6	-3.2
COC(=O)c1ccc(CSc2cc(C)c3ccccc3n2)o1
    4.5	5.5	-24.3	1.8	10.1	-2.9	0.2	-2.6	-3.0	10.1	-5.6
CCOc1ccc(CCNC(=O)c2cc3sccc3n2C)cc1OCC
    5.3	2.9	-8.7	-4.3	-4.1	5.8	-1.4	-9.6	2.6	1.5	-3.6
Cc1nc2ccccc2nc1CSc1nnc(N)s1
    -0.3	-13.3	-3.6	/	-8.7	-3.2	-0.9	0.3	7.1	-7.5	1.6
Cc1c(C(=O)N/N=C/c2ccccc2)[nH]c2ccc(Cl)cc12
    -9.1	4.7	-50.3	-2.9	5.1	-67.9	3.5	-4.0	-163.1	-1.2	0.0
COc1cc2cc(CCCOC(=O)c3ccc(F)cc3)oc(=O)c2cc1OC
    2.3	13.7	5.3	-8.9	-1.5	-3.6	4.9	-7.4	18.4	3.2	0.7
CC(C)(C)c1ccc(NC(=O)N2CCCN(c3ccc([N+](=O)[O-])cn3)CC2)cc1
    2.2	-32.6	1.9	-2.5	13.8	15.2	-4.7	-9.2	-5.5	-4.3	8.4
